ANO1 block: mouse TMEM16A channel inhibition, primary screen. HEK293 TMEM16A/YFP iodide influx fluorescence, ionomycin. Q8BHY3. 310,000 compounds, 1.2% hits. normalized B-score (activity score, 25-100; higher = stronger inhibition) at 10 µM. AID 588511;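 active = ratio plate-corrected score three or more library SD toward inhibition, starting fluorescence score within five deviations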;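 also: score derived from kinetic fluorescence span divided by baseline fluorescence per well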
KCNK3 inh: human KCNK3 channel inhibition, primary screen | O14649 | CHO-KCNK3 thallium flux, FluxOR fluorescence; stronger effect = lower value | B-score at 10 µM | 340,000 compounds, 0.84% hits | AID 602410;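 active = B-score under library mean minus 4 SD, starting fluorescence ratio at most library mean plus 5 SD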;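 also: more negative B-score means stronger inhibition of thallium flux through KCNK3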
KCNQ1 inh: blocks the human KCNQ1 potassium channel. P51787. CHO-K1 KCNQ1, FluxOR thallium flux fluorescence; stronger effect = higher value. B-score at 10 µM. 310,000 compounds, 1.3% hits;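 active = compounds whose thallium flux B-score, printed positive for inhibition, exceeds three library SD while starting fluorescence stays within three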;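 also: channel opened by potassium depolarization with thallium stimulus after 20 min compound exposure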
HDAC3 inhib: inhibitors of human histone deacetylase 3; 320,000 compounds, 0.15% hits; AID 2718; inhibition, % at 8.3 µM; recombinant HDAC3, fluorogenic peptide/trypsin coupled, fluorescence; O15379; in the data active = inhibition above about 26%, passing the limit was not always enough
Target sequence (O15379 whole entry, looked up): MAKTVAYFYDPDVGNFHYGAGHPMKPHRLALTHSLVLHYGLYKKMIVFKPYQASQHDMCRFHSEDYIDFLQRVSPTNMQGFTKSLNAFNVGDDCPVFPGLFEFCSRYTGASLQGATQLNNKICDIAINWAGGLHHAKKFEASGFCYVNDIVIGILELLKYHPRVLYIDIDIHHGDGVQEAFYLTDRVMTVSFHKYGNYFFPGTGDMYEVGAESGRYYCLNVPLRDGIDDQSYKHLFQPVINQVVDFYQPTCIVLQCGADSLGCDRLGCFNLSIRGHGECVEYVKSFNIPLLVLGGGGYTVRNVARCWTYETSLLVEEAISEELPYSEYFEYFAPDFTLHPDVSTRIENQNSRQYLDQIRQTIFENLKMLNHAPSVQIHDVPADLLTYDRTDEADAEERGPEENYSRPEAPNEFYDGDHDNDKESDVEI
hERG rescue: hERG (human) protection from proarrhythmic block; 310,000 compounds, 0.51% hits; Q12809; CHO-hERG, FluxOR thallium flux, dofetilide IC70 present; activation (rescue from dofetilide block), less the hit threshold, % at 10 µM;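 active = activation above the mean of controls blocked by dofetilide plus 5 SD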;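 also: thallium influx through hERG after potassium depolarization seen as dye fluorescence rise; in these data hits start at about 4.7%; inactives centre near -7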
TRPC4 potent: TRPC4 (mouse) allosteric potentiation. 310,000 compounds, 0.42% hits. B-score at 10 µM. HEK293 TRPC4beta/mu-opioid, DAMGO EC20, Fluo-4 Ca2+ flux; stronger effect = higher value. Q9QUQ5;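 active = B-score of calcium response area above 5 SD of library B-scores, with initial fluorescence ratio within 5 SD of library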;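 also: B-score of integrated fluorescence ratio over time as area under calcium response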
Dyrk1A ADPGlo: inhibitors of rat Dyrk1A kinase; Q63470; ADP-Glo luminescence, NFATc1 peptide; inhibition, % at 12.5 µM; 310,000 compounds, 0.43% hits; AID 504441; in the data active = inhibition above about 50%;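 also: plate controls were vehicle with enzyme for no effect and no enzyme for full effect; many of its hits are not listed in these tables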
KCNQ1 act: human KCNQ1 channel potentiation or activation | P51787 | CHO-K1 KCNQ1, thallium flux FluxOR fluorescence; stronger effect = higher value | B-score at 10 µM | 310,000 compounds, 0.35% hits | AID 2648;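 active = fluorescence ratio B-score, a plate-corrected score, at least three library SD, with initial intensity B-score within 5 SD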
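assay system = KCNQ1-transfected CHO-K1 cells | medium = assay buffer with matched DMSO | probe or stimulus = depolarizing K+/Tl+ stimulus, K2SO4 and Tl2SO4 each 12.5 mM in 5x stock | dosing = single dose | incubation = dye 90 min, compound 20 min, room temperature | detection = kinetic FluxOR fluorescence, 10 s baseline plus 110 s post-stimulus | evaluation = ratio B score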
ANO1 activ: activators or potentiators of mouse TMEM16A chloride channel. 340,000 compounds, 0.3% hits. HEK293 TMEM16A/YFP-H148Q/I152L, iodide quench fluorescence; stronger effect = lower value. Q8BHY3. B-score at 10 µM;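 active = fluorescence-ratio B-score plate-corrected deviation score at least 3 library SD below zero, with starting fluorescence score within 5 deviations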;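 also: channel opened by trigger with iodide after compound preincubation; score built on the fluorescence ratio of max minus min over baseline; more negative score means more quench and so TMEM16A activation or potentiation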
KCNK9 inh: human KCNK9 channel inhibition | AID 488922 | HEK293 KCNK9, FluxOR thallium flux fluorescence; stronger effect = lower value | 310,000 compounds, 1.2% hits | B-score at 10 µM;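 active = ratio B-score over 3 SD below the library mean, with starting fluorescence within 5 SD of its mean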;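 also: negative B-score means less thallium flux so channel inhibition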
Target sequence (Q9NPC2 whole entry, looked up): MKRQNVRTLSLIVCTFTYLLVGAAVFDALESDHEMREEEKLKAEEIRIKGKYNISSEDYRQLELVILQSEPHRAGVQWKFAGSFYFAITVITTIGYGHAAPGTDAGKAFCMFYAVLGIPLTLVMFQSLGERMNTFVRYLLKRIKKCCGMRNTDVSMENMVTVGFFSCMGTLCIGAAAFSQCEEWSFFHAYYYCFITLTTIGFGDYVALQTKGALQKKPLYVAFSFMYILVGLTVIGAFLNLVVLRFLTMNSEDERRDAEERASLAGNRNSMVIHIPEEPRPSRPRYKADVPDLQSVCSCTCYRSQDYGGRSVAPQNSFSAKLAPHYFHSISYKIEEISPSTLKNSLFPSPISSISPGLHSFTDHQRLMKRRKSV
TRPC4 act: activators of mouse TRPC4 channel; 310,000 compounds, 0.49% hits; Q9QUQ5; B-score at 10 µM; AID 2237; HEK293 TRPC4beta/mu-opioid, Fluo4 calcium fluorescence; stronger effect = higher value;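 active = B-score above 5 SD of library B-scores, and initial fluorescence ratio not above library mean plus 5 SD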;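 also: positive B-score marks a calcium rise read as TRPC4 activation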
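Material: HEK293 stable line with TRPC4beta plus mu-opioid receptor; technique: Fluo4 calcium-sensitive dye fluorescence, kinetic, 1 Hz baseline; timing: Fluo4 dye loading 45 min at room temperature, 110 s recording; controls: assay buffer as low control, maximal DAMGO as high control; read-out: integrated baseline-normalised fluorescence ratio, converted to per-well B score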
Starred values were filed as active, the others as inactive; i = inactive; / = not tested or not shown. Only part of the results is shown; the hit share may differ from the screen's.

SMILES | ANO1 block | KCNK3 inh | KCNQ1 inh | HDAC3 inhib | hERG rescue | TRPC4 potent | Dyrk1A ADPGlo | KCNQ1 act | ANO1 activ | KCNK9 inh | TRPC4 act
Cc1c(C(=O)NC2CCN(Cc3ccccc3)C2)oc2ccc(Br)cc12 (centres undefined) | i | i | i | -2 | -18 | i | 2 | i | i | i | i
N#C/C(=C\c1cc2ccccc2nc1N1CCOCC1)C(=O)Nc1ccc(N2CCOCC2)cc1 | i | i | i | 9 | -16 | i | 2 | i | i | i | i
c1ccc(-n2ncc3c(N4CCCC4)ncnc32)cc1 | i | i | i | 1 | -10 | i | -10 | i | i | i | i
Cc1c(C#N)c(=O)c(-[n+]2ccccc2)c([S-])n1-c1ccc(Cl)cc1 | i | i | i | 8 | -15 | i | -9 | i | i | i | i
Oc1c(Cl)cc(Cl)cc1CNc1nccs1 | i | i | i | -1 | 1 | i | -8 | i | i | i | i
Cc1ccc(C)c(NC(=O)C2CCCN(c3cnccn3)C2)c1 (centres undefined) | i | i | i | -14 | -7 | i | 5 | i | i | i | i
COc1cccc(NC(=O)C2CCCN2S(=O)(=O)c2ccc3c(c2)n(C)c(=O)c(=O)n3C)c1 (centres undefined) | i | i | i | -6 | -2 | i | -3 | i | i | i | i
COC(=O)C1CCN(c2cc(=O)n(-c3ccccc3Cl)c(=O)[nH]2)CC1 | 100* | i | / | 2 | / | / | -5 | / | i | / | /
O=C(O)c1ccccc1SCc1nc2ccccn2c1Br | i | i | i | -1 | -9 | i | -4 | i | i | i | i
O=C(NCc1ccc(F)cc1)c1cccnc1 | i | i | i | -2 | -2 | i | -7 | i | i | i | i
COc1ccc([N+](=O)[O-])cc1NC(=O)C(C)OC(=O)c1ccccc1C(=O)c1ccc(Cl)cc1 (centres undefined) | i | i | i | 2 | -10 | i | -5 | i | i | i | i
O=C(O)Cc1c(C(=O)O)nnn1-c1ccc(Cl)cc1Cl | i | i | i | -13 | -4 | i | -3 | i | i | i | i

As entered above:
c1ccc(-n2ncc3c(N4CCCC4)ncnc32)cc1 – Dyrk1A ADPGlo = -10
N#C/C(=C\c1cc2ccccc2nc1N1CCOCC1)C(=O)Nc1ccc(N2CCOCC2)cc1 – Dyrk1A ADPGlo = 2
Cc1ccc(C)c(NC(=O)C2CCCN(c3cnccn3)C2)c1 (centres undefined) – Dyrk1A ADPGlo = 5

Entries above that have a COOH group:
SMILES | ANO1 block | KCNK3 inh | KCNQ1 inh | HDAC3 inhib | hERG rescue | TRPC4 potent | Dyrk1A ADPGlo | KCNQ1 act | ANO1 activ | KCNK9 inh | TRPC4 act
O=C(O)c1ccccc1SCc1nc2ccccn2c1Br | i | i | i | -1 | -9 | i | -4 | i | i | i | i
O=C(O)Cc1c(C(=O)O)nnn1-c1ccc(Cl)cc1Cl | i | i | i | -13 | -4 | i | -3 | i | i | i | i

Further results.
SMILES | ANO1 block | KCNK3 inh | KCNQ1 inh | HDAC3 inhib | hERG rescue | TRPC4 potent | Dyrk1A ADPGlo | KCNQ1 act | ANO1 activ | KCNK9 inh | TRPC4 act
C=CCOc1cccc(C2/C(=C(/O)c3ccc4c(c3)CC(C)O4)C(=O)C(=O)N2CCN2CCOCC2)c1 (centres undefined) | i | i | i | 1 | -12 | i | 1 | i | i | i | i
O=C1CSC(c2ccc(F)cc2)N1c1c(F)cccc1F (centres undefined) | i | i | i | 6 | -9 | i | 2 | i | i | i | i
CCC1(C(=O)O)NC(c2cc(OC)ccc2O)C2C(=O)N(Cc3ccccc3)C(=O)C21 (centres undefined) | i | i | i | -1 | 5.5* | i | -12 | i | i | i | i
O=C(NCCc1ccccc1)C(=O)NCC1OCCN1S(=O)(=O)c1cc(F)ccc1F (centres undefined) | i | i | i | 0 | -28 | i | -6 | i | i | i | i
CC(C)CC(NC(=O)c1ccccc1NC(=O)c1ccccc1)C(=O)O (centres undefined) | i | i | i | 2 | -8 | i | 10 | i | i | i | i
COc1ccc(N2C(=O)CC(n3c(CCCCO)nc4ccccc43)C2=O)cc1 (centres undefined) | i | i | i | -5 | -1 | i | -4 | i | i | i | i
Cc1ccc(NS(=O)(=O)c2ccc(OCC(=O)NCc3ccncc3)cc2)cc1 | i | i | i | 2 | -13 | i | -3 | i | i | i | i
Cc1cc(C)n(CCCNC(=O)c2ccc3c(c2)NC(=O)CS3)n1 | i | i | i | -7 | -4 | i | 2 | i | i | i | i
CCOC(=O)N1CCC(NC(=O)CCc2c(C)nc3ncnn3c2C)CC1 | i | i | i | 12 | -11 | i | 7 | i | i | i | i
COc1cc(CC(=O)Nc2ccccc2N2CCOCC2)cc(OC)c1OC | i | i | i | 2 | -6 | i | -4 | i | i | i | i
Cc1cccc(-c2oc3ccccc3c2-c2ccc3c(c2)OCO3)c1 | i | i | i | 0 | -6 | i | / | i | i | i | i
Cc1cc(C)cc(N(CCC#N)C(=O)COC(=O)C2=COCCO2)c1 | i | i | i | 0 | -12 | i | -4 | i | i | i | i
Cc1ccc(NC(=O)C(CC(C)C)NC(=O)C2CCC(C)CC2)nc1 (centres undefined) | i | i | i | 2 | -14 | i | 0 | i | i | i | i
COc1ccc(-c2nnc(-c3ccc(OCC(C)C)cc3)o2)cc1 | i | i | i | -12 | -12 | i | 3 | i | i | i | i
O=C(Cc1cccs1)N1CCN(c2nc(-c3ccc(Cl)cc3)cs2)CC1 | i | i | i | 1 | -9 | i | -12 | i | i | i | i
Cc1ccc(CNC(=O)CN(c2cccc([N+](=O)[O-])c2)S(C)(=O)=O)cc1 | i | i | i | 0 | -16 | i | -4 | i | i | i | i
CC1(c2ccccc2)NC(=O)N(CC#N)C1=O (centres undefined) | i | i | i | 1 | -4 | i | -9 | i | i | i | i
Cc1cccc(C)c1NC(=O)CCCSc1nnc(-c2ccco2)o1 | i | i | i | -3 | -11 | i | 0 | i | i | i | i
O=C(NC(=S)Nc1ccc2c(c1)OCCO2)c1ccccc1 | i | i | i | 3 | -10 | i | -3 | i | i | i | i
CN(C(=O)CSc1nc2ccccc2s1)c1c(N)n(Cc2ccccc2)c(=O)[nH]c1=O | i | i | i | 3 | -2 | i | 3 | i | i | i | i
O=[N+]([O-])c1ccccc1S(=O)(=O)Nc1ccc(-c2ccc3nncn3n2)cc1 | i | i | i | 8 | -8 | i | -13 | i | i | i | i
COc1ccccc1Nc1nc(NCCO)c2ccccc2n1 | / | / | i | / | -11 | i | / | i | / | i | i
CCCn1c(=O)c2ccccc2n2c(SCCOc3ccccc3F)nnc12 | i | i | i | -6 | -10 | i | 3 | i | i | i | i
CC(C)c1cccc(C(C)C)c1NC(=O)COC(=O)C1=COCCO1 | i | i | i | 7 | -5 | i | / | i | i | i | i

Brought forward from above: two compounds; new compounds follow.
SMILES | ANO1 block | KCNK3 inh | KCNQ1 inh | HDAC3 inhib | hERG rescue | TRPC4 potent | Dyrk1A ADPGlo | KCNQ1 act | ANO1 activ | KCNK9 inh | TRPC4 act
CCCn1c(=O)c2ccccc2n2c(SCCOc3ccccc3F)nnc12 | i | i | i | -6 | -10 | i | 3 | i | i | i | i
CC(C)c1cccc(C(C)C)c1NC(=O)COC(=O)C1=COCCO1 | i | i | i | 7 | -5 | i | / | i | i | i | i
COc1ccc(Cc2nnc(NC(=O)c3ccc(OC)cc3OC)s2)cc1 | i | i | i | 3 | -8 | i | 7 | i | i | i | i
CN(C)CCNC(=O)c1cc2cc(Br)ccc2oc1=O | i | i | i | 2 | -8 | i | 3 | i | i | i | i
CS/C(=C\[N+](=O)[O-])Nc1ccc(C)cc1 | i | i | i | 3 | -4 | i | -3 | i | i | i | i
CC1(C)Cc2c(c(N3CCOCC3)nc3sc4c(N5CCOCC5)nnnc4c23)CS1 | i | / | i | -6 | -7 | i | / | i | / | i | i
O=C(Nc1nc(N2C(=O)c3ccccc3C2=O)n(-c2ccccc2)n1)c1ccccc1 | i | i | i | 3 | -8 | i | 2 | i | i | i | i
Cc1c(NC(=O)C(C)OC(=O)CCOc2ccccc2)c(=O)n(-c2ccccc2)n1C (centres undefined) | i | i | i | 3 | -7 | i | 3 | i | i | i | i
O=C(Nc1ccc(Cl)cc1)c1cccc(NC2=NC3CS(=O)(=O)CC3S2)c1 (centres undefined) | i | i | i | -1 | -8 | i | 4 | i | i | i | i
CN(C)C(CNS(=O)(=O)c1ccc2ccccc2c1)c1ccccc1 (centres undefined) | i | i | i | -1 | -10 | i | -1 | i | i | i | i
CCOC(=O)c1ccc(NS(=O)(=O)c2cc(-c3nnnn3C(C)C)ccc2OC)cc1 | i | i | i | 0 | -8 | i | 8 | i | i | i | i
CCC(=O)N1C(C(=O)NCc2ccc(OC)cc2)CSC1c1ccc(OC)cc1 (centres undefined) | i | i | i | -1 | -2 | i | -8 | i | i | i | i
CCOc1ccc(-c2nnn(CC(=O)N3CCN(c4ccc(OC)cc4)CC3)n2)cc1OCC | i | i | i | 4 | -4 | i | -1 | i | i | i | i
O=C(CCc1nnc(-c2ccc(-c3ccccc3)cc2)o1)N1CCCCC1 | i | i | i | -9 | -2 | i | -1 | i | i | i | i
OCC[C@@H]1C[C@H](O)[C@@H](O)[C@@]2(Cc3ccccc3CO2)O1 | i | i | i | 6 | -8 | i | 8 | i | i | i | i
C=CCn1c(COc2cccc3cccnc23)nnc1SCC(=O)O | i | i | i | 10 | -3 | i | -3 | i | -10* | i | i
Cc1cc(C)nc(Nc2nc3ccccc3[nH]2)n1 | i | i | i | -8 | -9 | i | -2 | i | i | i | i
S=c1[nH]nc(Cc2ccccc2)n1-c1cccc2ccccc12 | i | i | i | 4 | -14 | i | -11 | i | i | i | i
O=Cc1ccc(C(=O)OCC(=O)Nc2ccc(F)cc2F)cc1 | i | i | i | 2 | -5 | i | -6 | i | i | i | i
CCOC(=O)C1=C(C)NC(=O)NC1c1ccc(Br)s1 (centres undefined) | i | i | i | 4 | -6 | i | -3 | i | i | i | i
Cc1oc(-c2ccc(Cl)cc2)nc1CN1CCCC(C(=O)N2CCOCC2)C1 (centres undefined) | i | i | i | 0 | -7 | i | -2 | i | i | i | i
COc1ccc(C(=O)/C=C/c2ccccc2OC)c(OC(=O)c2ccc([N+](=O)[O-])cc2)c1 | i | i | i | -3 | -10 | i | 5 | i | i | i | i
O=C(CN1C(=O)C(c2ccc(F)cc2)=NC12CCCC2)Nc1ccc(F)cc1 | i | i | i | -9 | -5 | i | 6 | i | i | i | i
O=C(N/N=C/c1cccc(OC(=O)c2cccc(Br)c2)c1)c1ccncc1 | i | i | i | 9 | -11 | i | 3 | i | i | i | i

Screening data deposited in PubChem BioAssay by several laboratories.
